Screens deposited in PubChem by Sanford-Burnham Center for Chemical Genomics.
UPR XBP1 act: activators of adaptive XBP1 UPR arm, primary screen, cell-based, CHO-XBP1 luciferase reporter, luminescence, uHTS; 330,000 tested, 0.33% active; activation, % at 20 µM; IRE1-XBP1 UPR activation; percent of tunicamycin response, DMSO as zero; AID 463104, 2010;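 active = versus positive control, 20 µM dose yields 30% or more activation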;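 note: 100% = tunicamycin at 10 µg/mL and 0% = DMSO only wells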
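Assay system: CHO-XBP1 luciferase reporter cells; Schedule: 6 h treatment, 37 °C; Detection: glow luminescence from Steady-Glo reagent; Benchmarks: high control tunicamycin 10 µg/mL final, low control DMSO vehicle only.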
Jurkat NFkB inh: inhibitors of induced NF-kB luciferase reporter, primary screen, TCR NF-kB activation inhibitor project, cell-based, luminescence, uHTS | Jurkat, PMA/ionomycin-induced NF-kB luciferase reporter | inhibition, % at 4 µM | 330,000 tested, 0.53% active | AID 435003, 2010; in the data active = inhibition above about 50%
TIM10 inh: growth inhibitors of isogenic TIM10 control yeast, primary screen, counter-screen for tim10-1 yeast inhibitor project, luminescence, uHTS; S. cerevisiae TIM10 strain growth, BacTiter-Glo luminescence, 24 h; inhibition, % at 10 µM; 330,000 tested, 1.4% active; AID 463195, 2010;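 active = inhibition of 40% or more at the single tested concentration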;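 note: wild-type TIM10 isogenic control strain grown at permissive 25 °C; 0% = DMSO yeast wells and 100% = minimal medium wells without yeast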
tim23-1 inh: growth inhibitors of tim23-1 mutant yeast, primary screen, luminescence, uHTS | S. cerevisiae tim23-1 growth, BacTiter-Glo luminescence, 24 h | inhibition, % at 20 µM | 330,000 tested, 1.3% active;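 active = growth inhibition of the mutant yeast at or above 50%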;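 note: temperature-sensitive mutant grown at 25 °C; plate controls were DMSO-treated mutant yeast for no effect and medium wells lacking yeast for full effect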
CHOP UPR activ: activators of apoptotic CHOP UPR arm, primary screen, cell-based, CHO-CHOP luciferase reporter, luminescence, uHTS | UPR activation; percent of tunicamycin response over DMSO baseline | activation, % at 10 µM | 330,000 tested, 0.34% active | AID 449763, 2010;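 active = at 10 µM dose, activation of 40% or more, normalized to positive control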;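 note: 100% = tunicamycin at 10 µg/mL and 0% = DMSO alone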
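Assay system: CHO-CHOP cells, stable luciferase reporter of PERK-eIF2a-CHOP signalling / Buffer or medium: F12 plus 10% serum / Compound dosing: one dose, 10 µM in 0.5% DMSO / Times: 6 h compound treatment, 37 °C / Technique: luciferase luminescence / Read-out: % reporter activation, DMSO baseline versus tunicamycin full activation / Benchmarks: tunicamycin and DMSO controls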
697 NFkB inh: inhibitors of PMA/ionomycin-induced NF-kB reporter, 697 cells, primary screen, B-cell NF-kB inhibitor project, cell-based, luminescence, uHTS; 697 B-cell NF-kB luciferase reporter, 16 h; inhibition, % at 4 µM; 330,000 tested, 0.33% active; AID 435022, 2010; in the data active = inhibition above about 35%
tim10-1 inh: growth inhibitors of tim10-1 mutant yeast, primary screen, luminescence, uHTS; S. cerevisiae tim10-1 ts strain growth, BacTiter-Glo, 24 h; inhibition, % at 20 µM; 330,000 tested, 2.2% active; AID 463190, 2010;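 active = inhibition of at least 40%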;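 note: mutant grown at 25 °C; 0% = DMSO wells with yeast and 100% = wells holding no yeast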
Mdm2-MdmX inh: inhibitors of human Mdm2-MdmX association, primary screen, cell-based, luminescence, split luciferase, SaOS-2, uHTS | Protein Mdm4 (Homo sapiens) + E3 ubiquitin-protein ligase Mdm2 (Homo sapiens), … | SaOS-2 split-luciferase Mdm2/MdmX complementation | inhibition, % at 8 µM | 330,000 tested, 3% active | AID 485346, 2010;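 active = inhibition of at least 50% at 8 µM in the primary screen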
Target sequence (O15151 whole entry, looked up): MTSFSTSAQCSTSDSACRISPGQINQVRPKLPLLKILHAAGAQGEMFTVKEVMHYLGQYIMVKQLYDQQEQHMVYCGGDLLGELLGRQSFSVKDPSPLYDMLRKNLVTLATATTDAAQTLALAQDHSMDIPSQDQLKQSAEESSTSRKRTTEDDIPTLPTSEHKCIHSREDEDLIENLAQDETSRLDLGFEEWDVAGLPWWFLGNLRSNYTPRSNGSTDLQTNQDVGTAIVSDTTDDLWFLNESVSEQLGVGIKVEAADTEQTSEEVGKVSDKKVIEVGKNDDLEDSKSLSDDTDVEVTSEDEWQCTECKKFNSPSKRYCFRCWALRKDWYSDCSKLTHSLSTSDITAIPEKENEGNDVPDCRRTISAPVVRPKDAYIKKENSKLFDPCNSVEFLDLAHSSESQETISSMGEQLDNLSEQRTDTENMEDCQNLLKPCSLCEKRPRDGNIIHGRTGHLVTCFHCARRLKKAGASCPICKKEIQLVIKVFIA
Target sequence (Q00987 whole entry, looked up): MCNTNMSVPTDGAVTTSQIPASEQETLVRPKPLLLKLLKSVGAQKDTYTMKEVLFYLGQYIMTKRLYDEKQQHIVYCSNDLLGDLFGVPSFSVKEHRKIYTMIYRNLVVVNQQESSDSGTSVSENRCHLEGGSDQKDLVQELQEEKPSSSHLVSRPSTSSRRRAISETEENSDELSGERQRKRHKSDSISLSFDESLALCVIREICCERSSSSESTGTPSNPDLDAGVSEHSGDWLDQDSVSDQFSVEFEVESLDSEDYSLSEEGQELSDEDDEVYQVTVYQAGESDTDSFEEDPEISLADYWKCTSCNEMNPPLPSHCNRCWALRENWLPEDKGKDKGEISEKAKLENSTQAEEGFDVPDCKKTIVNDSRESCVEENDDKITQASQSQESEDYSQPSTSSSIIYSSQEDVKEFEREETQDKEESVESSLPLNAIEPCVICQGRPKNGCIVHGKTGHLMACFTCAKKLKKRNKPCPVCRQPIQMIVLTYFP
The depositor's hits bear a star.

Order of values – UPR XBP1 act	Jurkat NFkB inh	TIM10 inh	tim23-1 inh	CHOP UPR activ	697 NFkB inh	tim10-1 inh	Mdm2-MdmX inh
1	CCC1CCCCN1C(=O)CSc1nc2ccsc2c(=O)n1Cc1ccccc1 (stereo not drawn)
  1	0	14	45	0.1	-22	28	34
2	COc1ccc(Cn2c(O)c(C=Nc3ccc(O)cc3)c3ccccc3c2=O)cc1
  1	-4	34	30	-1.6	0	30	30
3	CCOC(=O)CSc1ccc2nnc(-c3cccs3)n2n1
  0	3	-1	-3	2.1	4	3	-30
4	CN1C2CCC1CC(NC(=O)c1cccc(C(F)(F)F)c1)C2 (stereo not drawn)
  -3	-24	9	17	1.4	7	-12	-6
5	CCCC(=O)N1c2ccccc2C(=C2SC(C(=O)OC)=C(C(=O)OC)S2)C(=S)C1(C)C
  6	1	34	26	13	7	23	22
6	COc1ccc(C)cc1Nc1n[n+](C)c(-c2ccc(O)cc2O)s1
  -1	-7	4	8	0.4	-7	1	4
7	CCOC(=O)C1C(=O)C=C(Nc2ccccc2F)CC1c1ccccc1 (stereo not drawn)
  2	-19	21	24	4.0	-7	15	-14
8	CCOC(=O)C1CCCN(c2nc3ccccc3nc2C(C#N)C(=O)OC(C)COC)C1 (stereo not drawn)
  -2	0	15	29	1.0	17	12	-1
9	O=C(NCCCN1CCOCC1)c1cc2c(s1)CCC2
  4	-8	2	36	3.3	4	-7	4
10	O=C(CCc1c[nH]c2ccccc12)N1CCN(c2ccc(F)cc2)CC1
  -2	12	15	18	-1.5	2	22	1
11	COC(=O)c1ccc(Cl)c(NC(=O)CN2CCN(Cc3ccccc3)CC2)c1
  1	-9	-4	1	0.3	14	0	20
12	CC(C)C[C@H](NC(=O)c1nc[nH]c1C(=O)N[C@@H](CCCCNC(=O)OC(C)(C)C)C(=O)OC(C)(C)C)C(=O)OCc1ccccc1
  -2	-5	-7	-10	-0.6	-10	14	38
13	O=C(Cn1nc(-c2ccc(N3CCOCC3)c([N+](=O)[O-])c2)c2ccccc2c1=O)N1CCCCC1
  3	-9	-3	3	-1.6	2	23	5
14	CCOc1ccccc1NC(=S)NC(=O)C1CC1
  -3	11	20	50	-1.6	0	27	13
15	O=[N+]([O-])c1cc(-c2ccn[nH]2)ccc1Cl
  -1	13	11	12	0.4	6	17	-25
16	O=C(C1CCCCN1S(=O)(=O)c1ccccc1)N1CCN(Cc2ccccc2)CC1 (stereo not drawn)
  0	13	23	10	-0.6	24	20	18
17	O=c1[nH]c(CNCc2cccnc2)nc2ccccc12
  0	3	11	-5	0.2	1	1	21
18	CC(C)C1N(c2ccccc2)C(N)=C(C#N)C1(C#N)C#N (stereo not drawn)
  2	1	4	5	0.1	19	22	40
19	CCc1cc2cccc(C)c2nc1SCC(=O)NC1CCCC1
  -3	-2	-11	3	-1.6	-5	7	10
20	CCCCCCC(=O)N/N=C(\C)Cc1ccccc1
  0	-1	8	11	-0.9	17	9	10
21	COc1cc(/C=N/NC(=S)NCCN2CCOCC2)cc(OC)c1O
  0	17	5	-1	-0.8	-5	8	6
22	COc1ccc(CN(Cc2cc3cccc(C)c3n3nnnc23)C(=O)N2CCOCC2)cc1
  -5	5	3	22	-0.1	12	-3	18
23	c1ccc(C2(CN3CCNC[C@@H]3CC3CCCCC3)CC2)cc1
  -1	6	-4	5	1.6	6	-6	41
24	O=C(CCCN1C(=O)c2ccccc2C1=O)OC1CSCC1NC(=O)c1ccccc1 (stereo not drawn)
  -5	-5	20	20	-3.3	-2	12	12
25	Cc1ccc(OCC(O)CN2CCc3ccccc3C2)c(C)c1 (stereo not drawn)
  -3	2	8	-2	1.8	3	9	-3
26	O=C1C(=C(c2ccccc2)c2ccccc2)Nc2ccccc21
  -2	16	6	27	-2.7	17	-11	33
27	O=C(COC(=O)C1CCN(/C=C/C(=O)C(F)(F)F)CC1)Nc1cccc(F)c1
  1	23	3	14	4.6	21	10	-46
28	O=C(C(Cc1ccccc1)N1C(=O)c2ccccc2C1=O)N1c2ccccc2CCc2ccccc21 (stereo not drawn)
  -1	-15	32	41	0.0	-14	37	38
29	CCCCN(C)Cc1c(C)[nH]c2c(ccc3ccccc32)c1=O
  -2	-30	-6	3	2.3	-17	9	-14
30	COc1ccc(CCNC(=O)C2CC(=O)N(CCc3ccc(C)cc3)C2)cc1OC (stereo not drawn)
  4	0	7	1	1.9	17	4	0
31	O=C(C1=C(O)C(=O)N(Cc2ccco2)C1c1cccc(Cl)c1)c1ccco1 (stereo not drawn)
  1	2	-6	8	-1.2	3	-9	1
32	Nc1nccnc1C(=O)OCC(=O)N1CCN(S(=O)(=O)c2ccc(Cl)cc2)CC1
  0	12	4	5	0.4	9	-3	-10
33	C=CCSc1nnc(NC(=O)CSc2ccccn2)s1
  1	-6	7	28	1.8	-11	17	-11
34	Cc1ccc(S(=O)(=O)N2CCCN(C(=O)CNC(=O)c3cccc(C)c3)CC2)cc1
  -5	-7	5	13	0.1	18	8	-22
35	CN(C)CC(C)(C)CNC(=S)NCc1ccc2c(c1)OCO2
  3	5	-20	-12	0.0	5	-5	-17
36	COC(=O)[C@]1(Cc2ccccc2)N[C@H](CN(C)C(C)=O)[C@@H]2C(=O)N(C)C(=O)[C@@H]21
  -3	-3	-10	6	1.9	6	-5	-6
37	Cc1ccc(CN2C(=O)C(C)Oc3ccccc32)cc1 (stereo not drawn)
  -5	9	24	10	1.6	-1	7	33
38	CC(=C1C(=O)c2ccccc2C1=O)N1CCC(C(N)=O)(N2CCCCC2)CC1
  -2	1	-10	8	0.1	15	2	-15
39	CCOC(=O)COn1c2c(c3c4no[n+]([O-])c4ccc31)CCCC2
  4	-6	14	-5	-0.5	10	4	22
40	COc1ccc(CC(=O)NNC(=O)COc2ccc(Br)cc2C)cc1OC
  -2	-5	7	12	0.2	12	2	5
41	CC1(C)CC(CC(=O)Nc2ccccc2[N+](=O)[O-])C(=O)O1 (stereo not drawn)
  -2	12	8	3	0.3	12	4	9
42	O=C(N[C@@H](Cc1ccccc1)C(=O)O)c1cccs1
  -2	13	-7	-4	1.6	-2	-11	27
43	O=[N+]([O-])c1cccc(CN(CCO)Cc2ccccc2)c1
  1	-1	-18	21	-2.1	22	11	9
44	O=C1CC(c2cccs2)Cc2nc(NC(=O)C3CC3)ncc21 (stereo not drawn)
  -1	1	-12	24	-0.5	3	-18	0
45	O=C(Nc1ccccc1Br)c1ccc2nccnc2c1
  1	-82	10	14	4.6	-56	-10	5

Filtered by structure, the compounds so far containing an aryl methoxy group.
Order of values – UPR XBP1 act	Jurkat NFkB inh	TIM10 inh	tim23-1 inh	CHOP UPR activ	697 NFkB inh	tim10-1 inh	Mdm2-MdmX inh
2	COc1ccc(Cn2c(O)c(C=Nc3ccc(O)cc3)c3ccccc3c2=O)cc1
  1	-4	34	30	-1.6	0	30	30
6	COc1ccc(C)cc1Nc1n[n+](C)c(-c2ccc(O)cc2O)s1
  -1	-7	4	8	0.4	-7	1	4
21	COc1cc(/C=N/NC(=S)NCCN2CCOCC2)cc(OC)c1O
  0	17	5	-1	-0.8	-5	8	6
22	COc1ccc(CN(Cc2cc3cccc(C)c3n3nnnc23)C(=O)N2CCOCC2)cc1
  -5	5	3	22	-0.1	12	-3	18
30	COc1ccc(CCNC(=O)C2CC(=O)N(CCc3ccc(C)cc3)C2)cc1OC (stereo not drawn)
  4	0	7	1	1.9	17	4	0
40	COc1ccc(CC(=O)NNC(=O)COc2ccc(Br)cc2C)cc1OC
  -2	-5	7	12	0.2	12	2	5

The list goes on:
Order of values – UPR XBP1 act	Jurkat NFkB inh	TIM10 inh	tim23-1 inh	CHOP UPR activ	697 NFkB inh	tim10-1 inh	Mdm2-MdmX inh
46	O=C(Nc1ccc(NC(=O)c2ccco2)cc1)c1cnccn1
  9	-37	3	19	1.7	1	-31	20
47	CCn1c(CCNC(=O)c2cccs2)nnc1SCC(=O)Nc1ccc(Cl)cc1
  2	-2	-13	-12	0.9	2	10	18
48	CCCOn1nnnc1-c1ccccc1
  -7	1	-7	11	-0.2	9	2	14
49	COc1cc2c(cc1OC)C(C(=O)N1CCN(c3ccccc3)CC1)C(c1cccs1)N(C)C2=O (stereo not drawn)
  -1	2	5	23	0.7	7	17	8
50	COc1cccc(-n2c(SCC(N)=O)nc3ccccc3c2=O)c1
  1	3	-18	10	-1.5	0	7	7
51	Cc1ccc(N2CC(C)Cn3c2nc2c3c(=O)[nH]c(=O)n2C)cc1C (stereo not drawn)
  4	-6	10	7	-1.4	-25	28	11
52	Cc1ccc(OCCC(=O)OCC(=O)NNC(=O)c2ccccc2)cc1
  -2	-13	-7	-5	-1.0	16	-12	11
53	COCCN(CC(=O)Nc1cccc(C)c1C)C(=O)c1ccc(-n2cccn2)cc1
  -3	-4	5	11	0.2	3	6	2
54	CC1(C)CC(CC(=O)O)CC(C)(C)N1
  0	-12	-5	0	-0.5	14	5	1
55	CC(C)(C)NC(=O)CSc1nnc(-c2ccco2)n1Cc1ccco1
  -1	7	3	8	0.1	-5	0	-16
56	CCN(CC)S(=O)(=O)c1ccc(N2CCOCC2)c(NC(=O)COc2ccccc2)c1
  -1	6	29	30	0.7	-10	19	-13
57	O=C(Nc1ccon1)c1ccc(Cl)c(S(=O)(=O)N2CCCCC2)c1
  -5	2	3	0	-0.8	-3	8	21

Hits appear at their usual frequency; any-hit rate near 6.6%.
